Source: PubChem
PrPC surface inh = inhibitors of human cell surface prion protein PrPC, primary screen, cell-based, TR-FRET; AID 720596, 2013; inhibition, % at 13.8 µM; Major prion protein (Homo sapiens), P04156; actives 0.43% (n = 370,000); TR-FRET read-out; in the data active means inhibition above about 24%; further: 0% = median of the test wells and 100% = reference compound wells
FadD28 FP inh = inhibitors of FadD28 bisubstrate probe binding, primary screen, biochemical, fluorescence polarization, single point. Mycobacterium tuberculosis FadD28 fatty-acid-AMP ligase. inhibition, % at 12.5 µM. actives 0.22% (n = 360,000). AID 588549, 2011; in the data active means inhibition above about 8.5%, passing the limit was not always enough; inconclusive means no clear call, values can overlap the other calls
BoNT A protease = BoNT/A light chain protease inhibitors, primary screen, biochemical, flow cytometry, MLPCN library | actives 0.17% (n = 360,000) | AID 588499, 2011 | multiplex microsphere protease substrate cleavage | inhibition, % at 10 µM | Botulinum neurotoxin type A light chain protease (Clostridium botulinum A str. ATCC 3502); in the data active means inhibition above about 30%; inconclusive means no clear call, values can overlap the other calls; further: plate controls were buffer without enzyme for full effect and enzyme alone for no effect
CCHFV vOTU inh = CCHFV vOTU protease inhibitors, primary screen, biochemical, Pep-AMC substrate, fluorescence; actives 0.55% (n = 370,000); Crimean-Congo hemorrhagic fever virus L polyprotein viral ovarian tumor (vOTU) protease …; inhibition, % at 11.5 µM; further: 0% = vehicle wells with enzyme and 100% = no enzyme wells
GDH-TPI inh = GDH-TPI coupling enzyme inhibitors, primary screen, artefact control for M. tuberculosis FBA inhibitor project, biochemical, absorbance, full deck. inhibition, % at 4.8 µM. GDH-TPI coupled enzyme counterscreen, NADH absorbance. actives 1.2% (n = 360,000). AID 588335, 2011;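 further: 0% = DMSO wells and 100% = wells lacking the enzyme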
Mtb FBA inh = Mtb FBA enzyme inhibitors, primary screen, biochemical, fluorescence, strain H37Rv; Fructose-bisphosphate aldolase (Mycobacterium tuberculosis (strain ATCC 25618 / H37Rv)), …; purified M. tuberculosis FBA, fluorescence read-out; inhibition, % at 1 µM; actives 2.3% (n = 360,000); in the data active means inhibition above about 27%;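 further: 0% = vehicle and 100% = reference inhibitor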
Target sequence (P9WQA3 whole entry, looked up): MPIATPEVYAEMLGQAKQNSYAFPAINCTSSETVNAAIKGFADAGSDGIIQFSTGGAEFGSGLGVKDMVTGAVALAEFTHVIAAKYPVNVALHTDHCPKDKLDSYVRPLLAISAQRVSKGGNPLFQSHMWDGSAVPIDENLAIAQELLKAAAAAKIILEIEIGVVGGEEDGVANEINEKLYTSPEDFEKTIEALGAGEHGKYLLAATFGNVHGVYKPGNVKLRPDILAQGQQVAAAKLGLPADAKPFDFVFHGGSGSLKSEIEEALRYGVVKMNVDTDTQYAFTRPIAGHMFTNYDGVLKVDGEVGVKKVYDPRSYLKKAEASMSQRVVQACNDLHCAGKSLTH
UGM FP inh = M. tuberculosis UGM enzyme inhibitors, primary screen, biochemical, fluorescence polarization, single point | actives 0.06% (n = 320,000) | inhibition, % at 10 µM | AID 504406, 2011 | purified UGM, fluorescence polarization probe displacement; in the data active means inhibition above about 10%, passing the limit was not always enough; inconclusive means no clear call, values can overlap the other calls
Target sequence (P9WIQ1 whole entry, looked up): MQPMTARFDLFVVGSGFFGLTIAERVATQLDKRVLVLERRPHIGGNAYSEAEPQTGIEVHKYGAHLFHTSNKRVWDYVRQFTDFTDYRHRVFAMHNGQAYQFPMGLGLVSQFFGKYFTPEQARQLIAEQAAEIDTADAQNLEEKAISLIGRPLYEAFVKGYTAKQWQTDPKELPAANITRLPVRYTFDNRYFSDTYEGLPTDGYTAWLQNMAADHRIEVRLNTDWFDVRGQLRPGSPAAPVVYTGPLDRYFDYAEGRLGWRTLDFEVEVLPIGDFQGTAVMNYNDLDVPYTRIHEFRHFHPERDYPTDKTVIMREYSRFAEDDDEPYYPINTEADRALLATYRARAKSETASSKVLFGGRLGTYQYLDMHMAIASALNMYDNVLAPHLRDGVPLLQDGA
BoNT F protease = BoNT/F light chain protease inhibitors, primary screen, biochemical, flow cytometry, MLPCN library | inhibition, % at 10 µM | actives 0.22% (n = 360,000) | AID 588497, 2011 | Botulinum neurotoxin type F light chain protease (Clostridium botulinum) | Multiplex microsphere protease cleavage assay; in the data active means inhibition above about 35%, passing the limit was not always enough; inconclusive means no clear call, values can overlap the other calls; further: plate controls were buffer without enzyme for full effect and enzyme alone for no effect
BioA inh = M. tuberculosis BioA enzyme inhibitors, primary screen, biochemical, plate reader, single point, HTS | actives 0.096% (n = 360,000) | inhibition, % at 9.99 µM | purified M. tuberculosis BioA enzyme; in the data active means inhibition above about 40%; inconclusive means no clear call, values can overlap the other calls
* marks the source's active call; other numbers are inactive results; ? = inconclusive; . = not tested or not shown; & = joins results of further samples. Unless noted, no stated cut-off is given here; in the data, active means inhibition above about 30%; inactive means the rest.

The line under a structure holds: PrPC surface inh, FadD28 FP inh, BoNT A protease, CCHFV vOTU inh, GDH-TPI inh, Mtb FBA inh, UGM FP inh, BoNT F protease, BioA inh
1: COc1ccc(C(O)(CC(C)C)C(CN2CCOCC2)c2ccccc2)cc1 (configuration not stated)
  0, 0.7, -0.1, 14, 2, 4, 0.1, 17, 0.6
2: COc1cc(/C=C2\SC(=Nc3cccnc3)NC2=O)cc(OC)c1OC
  -6, -1.3, 0.0, -15, 13, 2, -0.1, -2, -0.6
3: Cc1cc(CNC(=O)c2cccnc2Cl)c2ccccc2n1
  -1, -0.5, 0.2, -10, 5, 0, 1.6, -1, -3.5
4: Cc1ccc(-c2c(NC(=O)C(C)C)n(C)c3ccccc3c2=O)cc1
  4, -2.8, -5.4, 13, 9, 5, 2.7, -16, -2.4
5: O=C1c2ccccc2C(=O)N1c1cccc2ccccc12
  3, -1.7, ., 0, 5, 0, -1.5, ., 0.0
6: Cc1cccc(-c2cc3nc4c(c(N5CCCC(O)C5)n3n2)CCC4)c1 (configuration not stated)
  -5, -1.9, 2.7, 7, 15, 12, 1.7, 0, 1.1
7: CCN(CC)S(=O)(=O)c1cccc(-c2nnc(SCC(=O)N3CCC(C(=O)O)CC3)n2N)c1
  -7, -1.4, 0.5, -12, 2, 2, 4.5, -5, .
8: O=C1CCCC(O)=C1C=NCCc1ccccc1
  -3, -0.7, 0.8, -6, 19, -2, -0.9, 3, -2.2
9: CS(=O)(=O)N(CC(=O)N1CCCCC1)c1ccc(Cl)c(C(F)(F)F)c1
  -2, -1.8, -2.2, 6, 12, 4, 0.4, -2, .
10: O=C(Nc1ccccc1C(=O)NCCCN1CCOCC1)c1ccc(Cl)cc1
  1, -2.4, 0.2, -6, 3, 2, 2.0, -9, -0.3
11: O=C1/C(=C/c2c[nH]c3ccccc23)CCC/C1=C\c1c[nH]c2ccccc12
  -7, 2.3, 2.9, -1, 23, -10, -2.1, 4, 1.0
12: CCOC(=O)[C@H]1[C@H]2COc3ccc(Cl)cc3[C@@H]2N2C(=O)[C@H](C)NC(=O)[C@@]12C
  ., -1.5, 0.2, ., 11, 5, ., 5, -1.4
13: COc1cccc(CN(C)C(=O)c2ccc(C)c(S(=O)(=O)N3CCCCC3)c2)c1
  14, -0.7, 0.5, 14, 0, -1, -1.6, -5, 1.8
14: CC1(C(=O)Nc2ccc3ccccc3c2)CCC(=O)N1CC(F)(F)F (configuration not stated)
  -4, -1.6, -0.3, 4, ., 0, ., -4, -1.5
15: O=C(N/N=C/c1ccc(Cl)cc1)c1cc2c(s1)-c1ccccc1CC2
  -6, -2.0, -0.7, 4, 12, 4, -0.3, -2, .
16: CCOC(=O)c1cc2sccc2n1CCCN1C(=O)c2ccccc2C1=O
  -7, -1.7, -0.2, 7, 18, 3, 2.2, -14, -0.9
17: CCn1ncc(Br)c1C(=O)Nc1nccs1
  4, 0.3, -0.9, 5, 18, 2, 0.1, -12, -1.1
18: O=C(C1Cc2ccccc2O1)N1CCCCC1 (configuration not stated)
  -5, -1.2, 0.3, -4, -1, 1, 1.4, -1, 3.9
19: O=C(COC(=O)c1ccco1)NCc1ccc(Cl)cc1Cl
  -2, -0.8, -1.9, -20, 1, -2, 4.0, -4, -0.1
20: CC1(C(=O)Nc2cccc3ccccc23)CCN1C(=O)Cc1ccc(Cl)cc1Cl (configuration not stated)
  -5, -6.1, -0.8, 4, 10, 0, ., -14, -0.6
21: Cc1cc(N2CC34C=CC(O3)C(C(=O)O)C4C2=O)no1 (configuration not stated)
  1, -1.7, 1.1, -8, -2, -3, -1.0, 4, .
22: CCCS(=O)(=O)c1nc(S(=O)(=O)c2ccc(C)cc2)c(NCCCN(C)C)s1
  -2, -0.3, -0.1, -5, 5, -1, -2.0, 2, .
23: Cc1ccc(-n2c(O)c(C=NCc3ccccn3)c(=O)[nH]c2=S)cc1
  2, -0.8, -2.3, 22, 29, -3, 1.8, ?, .
24: CCN(CC)S(=O)(=O)c1ccc2c(c1)nc(SCC(=O)N(C)C1CCS(=O)(=O)C1)n2CC (configuration not stated)
  0, -0.4, 1.1, -5, -7, -1, -1.3, -1, .
25: O=[N+]([O-])c1ccc(CN2CCOCCOCCN(Cc3ccc([N+](=O)[O-])cc3)CCOCC2)cc1
  ., -0.8, 0.2, ., 8, 3, -1.8, -6, 0.3
26: CCCOc1ccc(F)cc1-c1cc(C(=O)NCc2ccccc2OC)[nH]n1
  0, 0.1, -0.4, 0, 5, 0, ., -2, 0.1
27: C=CCOc1ccc(C2=NO[C@@H]3[C@@H]4C[C@@H]([C@H]5C(=O)N(C)C(=O)[C@@H]45)[C@H]23)cc1
  -1, -3.3, 0.9, -13, 9, -2, 0.5, 2, 2.2
28: CCOc1ccc(N(CC(=O)NC2CCCCC2)S(=O)(=O)c2c(C)noc2C)cc1
  -1, -3.5, 0.0, -3, -6, 3, -0.2, -3, 0.1
29: CN1Cc2cccc3c2C(Cc2ccccc2S3)C1 (configuration not stated)
  1, -1.2, 0.2, -2, 0, -2, -0.6, -1, .
30: O=c1c([N+](=O)[O-])cccn1Cc1ccccc1Cl
  -24, -2.0, -0.3, -3, 6, 4, 3.0, -15, -0.3
31: O=C1CC(c2ccccc2)c2ccccc21 (configuration not stated)
  -2, -2.3, 0.9, -14, -7, 4, 0.4, 3, .
32: Cc1ccc(NC2c3ccccc3C(=O)N2CCN2CCOCC2)cc1 (configuration not stated)
  -3, -0.2, 0.2, -5, -1, 1, -0.5, -2, 0.4
33: COc1cc(CNC[C@H]2O[C@@H](n3cnc(C(N)=O)n3)[C@H](O)[C@@H]2O)ccc1OCc1cccc(Cl)c1
  3, -9.4, -0.4, -2, 13, 3, ., -7, -2.9
34: CCN(CC)C(=O)CSC(=Nc1ccccc1F)NC#N
  0, -2.9, 0.2, 3, -1, 0, 2.8, -9, -1.2
35: CCCNC(=O)NC1CCCCCCC1
  -2, -1.7, -0.1, 5, -4, 0, 4.9, -6, .
36: CCSc1nnc(CCNS(=O)(=O)c2ccc(C(C)=O)cc2)n1C
  -4, -2.2, 0.2, -2, -3, 5, -2.9, 1, -0.4
37: CC(=O)N1CC2(C)CN(C(C)=O)CC(C)(C1)C2=O
  2, ?, 0.0, 4, -6, -3, -1.6, -9, -1.6
38: CC(C)OC(=O)C1C(=O)CC(C)(O)C(C(=O)OC(C)C)C1c1ccc(F)cc1 (configuration not stated)
  -1, -0.1, 0.4, 8, -5, 1, 1.3, 5, .
39: CCCN(C(=O)c1ccco1)c1nnc(-c2ccncc2)s1
  9, -0.3, 0.6, 2, 4, 6, -0.4, -1, -0.2
40: CN(C)C(=O)Oc1ccc(Cl)c2cccnc12
  -7, -0.9, -0.5, -3, -4, 11, 1.0, -4, 0.1

Given field by field: 4 of the compounds above
27	C=CCOc1ccc(C2=NO[C@@H]3[C@@H]4C[C@@H]([C@H]5C(=O)N(C)C(=O)[C@@H]45)[C@H]23)cc1
  PrPC surface inh: -1
  FadD28 FP inh: -3.3
  BoNT A protease: 0.9
  CCHFV vOTU inh: -13
  GDH-TPI inh: 9
  Mtb FBA inh: -2
  UGM FP inh: 0.5
  BoNT F protease: 2
  BioA inh: 2.2

28	CCOc1ccc(N(CC(=O)NC2CCCCC2)S(=O)(=O)c2c(C)noc2C)cc1
  PrPC surface inh: -1
  FadD28 FP inh: -3.5
  BoNT A protease: 0.0
  CCHFV vOTU inh: -3
  GDH-TPI inh: -6
  Mtb FBA inh: 3
  UGM FP inh: -0.2
  BoNT F protease: -3
  BioA inh: 0.1

29	CN1Cc2cccc3c2C(Cc2ccccc2S3)C1 (configuration not stated)
  PrPC surface inh: 1
  FadD28 FP inh: -1.2
  BoNT A protease: 0.2
  CCHFV vOTU inh: -2
  GDH-TPI inh: 0
  Mtb FBA inh: -2
  UGM FP inh: -0.6
  BoNT F protease: -1
  BioA inh: .

30	O=c1c([N+](=O)[O-])cccn1Cc1ccccc1Cl
  PrPC surface inh: -24
  FadD28 FP inh: -2.0
  BoNT A protease: -0.3
  CCHFV vOTU inh: -3
  GDH-TPI inh: 6
  Mtb FBA inh: 4
  UGM FP inh: 3.0
  BoNT F protease: -15
  BioA inh: -0.3

Continued:
The line under a structure holds: PrPC surface inh, FadD28 FP inh, BoNT A protease, CCHFV vOTU inh, GDH-TPI inh, Mtb FBA inh, UGM FP inh, BoNT F protease, BioA inh
41: COc1ccc(-c2ccc(C(=O)Nc3cccc(Oc4ccccc4)c3)c3occc23)c(C)c1
  8, 0.4, -0.8, 7, 19, 6, ., -12, -0.7
42: CC(=O)c1c(C)[nH]c(C(=O)CN2C(=O)NC3(CCCCC3C)C2=O)c1C (configuration not stated)
  4, -1.6, 1.2, -7, 0, 1, ., -3, -0.5
43: COc1ccc(NC(C)c2ccccc2)cc1 (configuration not stated)
  -5, -0.6, 2.4, 8, 6, 0, ., -3, .
44: S=C(NCCCN1CCOCC1)NC1CCCC1
  -3, -3.3, 0.3, 5, 1, -1, 0.2, 0, .
45: CC1=C(C(N)=O)C(c2cccs2)NC(=O)N1 (configuration not stated)
  9, 0.0, 1.8, -9, 5, 0, 0.4, 11, -1.8
46: Brc1ccc2[nH]c3nc(SCCN4CCOCC4)nnc3c2c1
  -15&-14, -1.7&-1.9, -0.4&-0.7, 0&8, 19&10, -1&3, -0.7, -5&3, -2.2
47: Cc1ccc([N+](=O)[O-])cc1S(=O)(=O)Nc1ccc(C(=O)N(C)C)cc1
  -10, -1.0, 0.2, -6, 2, -4, 3.5, 3, -2.1
48: COc1ccc(CN2CCN(Cc3ccccc3)C(CCO)C2)cc1OC (configuration not stated)
  -4, -0.3, -0.6, -8, 2, 3, -1.5, -3, .
49: COc1ccc(CNS(=O)(=O)CCNC(=O)c2ccc3c(c2)OCO3)cc1
  1, -0.7, 1.4, -10, -2, 2, -0.5, -1, -0.1
50: C[C@H]1CN([C@@H](C)CO)C(=O)c2cc(NS(=O)(=O)c3ccc(F)cc3)ccc2O[C@H]1CN(C)S(=O)(=O)c1cn(C)cn1
  -2, -1.5, 0.1, 0, 3, -1, 1.6, 4, -3.0
51: O=C(NC1CCCCC1)c1ccc2snnc2c1
  -6, -0.5, 0.7, 9, 4, -4, 7.1, 8, -0.7
52: CC(C)c1ccc(/C=C/C(=O)NCCC2=CCCCC2)cc1
  6, -2.1, -0.1, 1, 2, 3, -2.3, 2, -0.2
53: CN(CC(=O)N1CCN(c2ccccc2F)CC1)S(=O)(=O)c1cnc[nH]1
  -5, -1.9, -3.8, 9, 2, -1, 4.0, -26, .
54: CCSc1nc(C)cc(Oc2ccc(=O)n(C)n2)n1
  -3, 1.2, 0.0, -4, -13, 5, 2.5, 2, 0.7
55: Cc1cccc(C)c1NC(=O)C1c2ccccc2OCC(=O)N1Cc1ccccc1 (configuration not stated)
  6, ., 0.2, 14, ., ., ., -4, .
56: O=C(NCCc1ccccc1)c1ccc2c(c1)OCO2
  -1, -0.6, -3.7, 5, -2, -2, -0.8, -5, -0.6
57: COc1ccc(CNC(=O)C2CCN(S(=O)(=O)c3ccccc3)CC2)cc1
  -3, -1.8, 3.0, 6, 10, 1, 1.3, -1, -3.4
